Mito fusion yeast: inhibitors of mitochondrial division or activators of mitochondrial fusion. S. cerevisiae fusion-defective mutant growth rescue, CellTiterGlo 48 h. Potency, µM (series often up to 46.1 µM), without a hit: top-dose growth rescue (activation), usual class: activators. actives 0.23% (n = 320,000). AID 485298;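 note: potency is the fitted concentration of half-maximal effect; % of control where 0% means no effect; nearly all actives have a fitted effect of over 45% in size; temperature-sensitive fusion mutants such as fzo1-1 at 37 °C on non-fermentable ethanol glycerol medium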
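Compounds are tested for their ability to restore growth of mitochondrial fusion-defective yeast strains at non-permissive 37C in YPEG medium over 48 hours. Viability is quantified by luciferase luminescence.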
Tb PFK inh: T. brucei PFK enzyme inhibition; O15648; T. brucei PFK, ADP-Glo luminescence; Potency, µM (top dose mostly 57.5 µM), for the others: at the highest dose activity, negative = inhibition, usual class: inhibitors; actives 0.17% (n = 330,000); AID 485367;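 note: potency is the fitted concentration of half-maximal effect; 0% = uninhibited 1x PFK enzyme wells and -100% = no-enzyme wells; nearly all actives have a fitted effect of over 60% in size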
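1.25 nM PFK with 0.5 mM F6P and 0.1 mM ATP in 0.1 M TEA pH 8.0, 5 mM MgCl2, incubated 45 min at room temperature; ADP measured by ADP-Glo luminescence; compounds titrated up to 57 uM.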
TSHR antagonist: antagonists of human thyroid stimulating hormone receptor. P16473. TSHR-expressing cells, TSH-stimulated cAMP HTRF, 2 h; stronger effect = lower value. activity change, negative = inhibition, % at 11.5 µM. actives 0.2% (n = 330,000);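 active = activity change below a set negative limit, meaning inhibition stronger than a set level, cut at about -70% in these data; inconclusive = activity change between two set negative limits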; note: % is set by controls: 0 for no effect and ±100 for the full control effect
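Inhibition of cAMP made by TSHR-expressing cells under TSH stimulation (4nM final, EC80; 2 h, 37 deg C) is quantified with a one-step lysis HTRF kit, anti-cAMP cryptate versus cAMP-d2.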
BCR signal inh: chronic active BCR signaling inhibition | actives 0.05% (n = 340,000) | ABC-DLBCL IkBa-CBG/CBR reporter, luminescence ratio, 4 h | AID 493014 | Potency, µM (highest dose often 46.1 µM), for inactives: at the top dose ratio change, negative = lower green/red ratio, actives largely listed as inhibitors; active = well fitted inhibition curve with a large enough effect in the signal ratio, with a control signal flat, not every such curve was filed as active; inconclusive = small, poorly fitted or top-dose-only effect, or effect the other way, or a change in a side signal; the % refers to the signal ratio;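 note: potency is the fitted concentration of half-maximal effect; plate controls were basal doxycycline-induced cells for no effect and cells given 10 µM MG132 for full effect; MG132 reads +100%, hits lower the ratio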
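TMD8 human ABC-DLBCL cells with doxycycline-inducible IκBα–green luciferase fusion and unfused red luciferase, in 0.5% FBS medium; compounds up to 46 uM, 4 h at 37C. Green/red luminescence ratio, filter-overlap corrected, fitted to concentration-response curves.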
Integrin act MD: activators of alpha7 integrin expression for muscular dystrophy | alpha7betagal myoblasts, beta-gal FDG fluorescence, 48 h | Potency, µM (doses to about 38.3 µM), for inactives: top-dose activation, most hits filed as activators | actives 0.064% (n = 350,000) | AID 624291;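 note: potency is the fitted concentration of half-maximal effect; 100% = response of the positive control SU9516; nearly all actives have a fitted effect of over 60% in size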
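Alpha7betagal+/- myoblasts (passage 13) were plated 16-24 hr, then exposed to compounds (1:260 dilution of DMSO stock) for 48 hours at 37C. After MPER lysis, β-galactosidase reporter activity was read as FDG fluorescence (ex 480/em 540) after 30 minutes.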
Eya2 inh: Eya2 (human) phosphatase inhibition; Potency, µM (series often up to 76.9 µM), for inactives: at the highest dose activity, negative = inhibition, actives largely listed as inhibitors; actives 0.006% (n = 330,000); AID 488837; O00167; recombinant Eya2, OMFP fluorescence dephosphorylation (OMFP is methylfluorescein phosphate); note: potency is the fitted concentration of half-maximal effect; % is set by controls: 0 for no effect and ±100 for the full control effect
Target sequence (O00167 whole entry, looked up): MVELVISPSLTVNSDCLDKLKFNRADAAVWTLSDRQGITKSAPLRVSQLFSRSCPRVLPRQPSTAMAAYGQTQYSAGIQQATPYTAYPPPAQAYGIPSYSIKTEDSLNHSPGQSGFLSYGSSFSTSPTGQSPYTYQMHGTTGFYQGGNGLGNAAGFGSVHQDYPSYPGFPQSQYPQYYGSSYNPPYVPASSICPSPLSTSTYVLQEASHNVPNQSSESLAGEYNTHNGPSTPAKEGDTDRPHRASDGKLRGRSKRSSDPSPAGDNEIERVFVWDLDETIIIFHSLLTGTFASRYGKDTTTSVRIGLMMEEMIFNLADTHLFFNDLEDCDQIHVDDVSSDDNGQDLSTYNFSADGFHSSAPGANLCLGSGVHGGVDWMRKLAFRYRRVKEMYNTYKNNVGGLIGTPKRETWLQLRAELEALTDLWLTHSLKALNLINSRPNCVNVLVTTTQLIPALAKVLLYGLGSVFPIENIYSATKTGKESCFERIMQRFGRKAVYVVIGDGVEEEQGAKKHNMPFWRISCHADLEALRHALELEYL
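Eya2 (0.2 uM) preincubated 10 min at ambient with compound, then OMFP substrate added at 50 uM; 10 min reaction in 50 mM HEPES pH 7.5, 50 mM NaCl, 5 uM MgCl2, 0.05% BSA, 1 mM DTT. Fluorescence read at Ex 485/Em 525 nm.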
ELG1 DNA repair: blocks ELG1-dependent DNA repair in HEK293T cells | HEK293T ELG1-luciferase reporter, luminescence, 16 h; DNA damage induced by 5-fluorouridine | Potency, µM (top dose mostly 46.1 µM), for the others: top-dose activity change, negative = inhibition, most hits filed as inhibitors | actives 2.3% (n = 330,000); note: potency is the fitted concentration of half-maximal effect; % is set by controls: 0 for no effect and ±100 for the full control effect; nearly all actives have a fitted effect of over 55% in size
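HEK293T cells expressing luciferase-tagged ELG1 (2,000/well) received 5-Fluorouridine plus compound or DMSO for 16 hr at 37 °C. Luciferase was read by ONE-Glo luminescence after 30 min at room temperature.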
S-ASM inh: blocks human secretory acid sphingomyelinase | Potency, µM (series often up to 57.5 µM), for the others: at the top dose activity change, negative = inhibition, actives largely listed as inhibitors | P17405 | actives 0.006% (n = 340,000) | placental ASM, HMU-PC fluorogenic substrate, 60 min; note: potency is the fitted concentration of half-maximal effect
Target sequence (P17405 47-631 limits assumed): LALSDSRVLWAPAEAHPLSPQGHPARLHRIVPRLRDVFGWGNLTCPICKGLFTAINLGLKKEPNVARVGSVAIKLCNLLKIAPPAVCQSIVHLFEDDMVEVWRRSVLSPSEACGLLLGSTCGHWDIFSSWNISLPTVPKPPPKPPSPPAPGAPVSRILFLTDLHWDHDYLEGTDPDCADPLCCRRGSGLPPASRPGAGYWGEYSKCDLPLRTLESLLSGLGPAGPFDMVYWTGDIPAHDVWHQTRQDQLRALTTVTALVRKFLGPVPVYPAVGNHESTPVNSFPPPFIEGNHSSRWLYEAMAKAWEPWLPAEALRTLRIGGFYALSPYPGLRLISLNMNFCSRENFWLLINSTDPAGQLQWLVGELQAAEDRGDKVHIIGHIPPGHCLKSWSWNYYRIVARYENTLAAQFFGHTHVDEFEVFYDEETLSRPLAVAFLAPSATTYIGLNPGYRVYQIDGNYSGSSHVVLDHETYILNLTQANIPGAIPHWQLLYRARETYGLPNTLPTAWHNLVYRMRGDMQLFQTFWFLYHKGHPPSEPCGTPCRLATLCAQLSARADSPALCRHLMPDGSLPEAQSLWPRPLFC
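Fluorogenic HMU-PC substrate (9 uM final) is turned over by placental ASM in 60 min at 37 C after a 10 min compound preincubation. Reaction ended by alkaline stop (pH 10), with fluorescence read at 386/447 nm.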
A-T KAP1 phos: candidate therapy for ataxia-telangiectasia; AID 485349; actives 0.19% (n = 320,000); Potency, µM (series often up to 57.5 µM), inactives show at the highest dose activation, hits mostly activators; […] A-T fibroblasts, KAP-1 phosphorylation AlphaLISA; neocarzinostatin DNA damage 30 min before lysis; note: potency is the fitted concentration of half-maximal effect; % of control where 0% means no effect; nearly all actives have a fitted effect of over 45% in size
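hTERT-immortalized A-T patient fibroblasts ([…]), 500 cells/well in OPTI-MEM, 1% FBS, got compounds for 60 min, then NCS for 30 min at 37C. Lysates were then assayed for phospho-KAP-1 by AlphaLISA (anti-pKAP1 donor, anti-KAP1 acceptor beads), 6 hr at 25C.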
TSG101-PTAP inh: blocks PTAP/TSG101 interaction to inhibit HIV-1 budding | Q99816 | Fluorescence polarization, FITC-PTAP peptide / Tsg101 binding | Potency, µM (top dose mostly 115 µM), inactives show at the highest dose activity change, negative = inhibition, hits mostly inhibitors | 340,000 tested, under 10 active | AID 493005; active = well fitted inhibition curve with a large enough effect in the main read-out, with a control signal flat, not every such curve was filed as active; inconclusive = small, poorly fitted or top-dose-only effect, or effect the other way, or a change in a side signal; inactive = no such curve, though single readings can be large or run the other way; note: potency is the fitted concentration of half-maximal effect; % of control where 0% means no effect
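Fluorescence polarization binding of Tsg101 binding domain (10 uM final) to FITC-labeled PTAP peptide (50 nM final) in HEPES pH 7.5 buffer with NaCl, Tween 20, EDTA, TCEP. Compounds added before peptide; binding 20 min at RT.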
TCR act: activates T cell receptor signaling; primary human leukocytes, anti-CD3, IL-2 HTRF, 48 h; Potency, µM (series often up to 9.22 µM), without a hit: top-dose activation of IL-2 secretion, most hits filed as activators; 330,000 tested, under 10 active; AID 504894; note: % of control where 0% means no effect
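IL-2 release read by HTRF sandwich (Eu cryptate donor, d2 acceptor, 665 nm emission) after 48 hr exposure of primary human leukocytes to compound together with anti-CD3 beads in the absence of co-stimulatory signals.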
* hit, by the source's call; ? = inconclusive; . = no result given; [ ] = remark or other dose. Unless noted, calls come from the whole dose curve; as a rule, active = well fitted curve in the direction sought with a large enough effect; inconclusive = small, poorly fitted or top-dose-only effect, or another doubt; inactive = no such curve, though single readings can be large; an effect the other way counts as inactive or inconclusive. Random draw from the library; overall some 3.2% were active at least once.

molecule | TSHR antagonist | S-ASM inh | Eya2 inh | A-T KAP1 phos | TCR act | ELG1 DNA repair | Mito fusion yeast | BCR signal inh | Tb PFK inh | TSG101-PTAP inh | Integrin act MD
Cc1ccc(C)c(N(CC(=O)NC(C)C)C(=O)CCC(=O)Nc2ccccn2)c1 | -8 | 19% | 6% | 1% | . | 3% | 3% | -1% | -2% | -6% | -17%
Nc1ncnc2c1ncn2CCc1ccccc1 | -2 | 0% | -1% | 3% | -6% | ? | -8% | ? | -9% | -2% | ?
O=C(Nc1ccccc1Cl)c1ccccc1Oc1ccc(C(F)(F)F)cc1[N+](=O)[O-] | 12 | -15% | -7% | 2% | 12% | -3% | -16% | 23% | -2% | -7% | -45%[inhibitor]
COc1ccc(C(Nc2cccc([N+](=O)[O-])c2)P(=O)(OC(C)C)OC(C)C)cc1 (configuration not stated) | -7 | 0% | -14% | 8% | 4% | 0% | 7% | 0% | 17% | 1% | -1%
Cc1cc2cc(C(c3nnnn3Cc3ccco3)N3CCc4ccccc43)c(=O)[nH]c2cc1C (configuration not stated) | 2 | -10% | -6% | 2% | 2% | -27% | 8% | -3% | -1% | -3% | 23%
O=C(N/N=C/c1cccc(OC2CSC2)c1)c1ccccc1O | 0 | 1% | 2% | -11% | 0% | ? | -1% | . | -2% | -5% | 2%
Cc1ccc(OCCN2CCCC2)cc1 | 4 | 7% | 0% | 3% | 9% | 1% | -7% | -1% | -3% | -4% | -12%
O=C(c1ccccc1)N1CCN(C(=O)c2ccccc2)C1c1ccccc1 | 4 | 4% | 8% | . | -7% | -1% | 2% | 17% | -8% | 0% | 8%
Nc1cnc(-c2ccccc2)nc1Cl | 9 | -2% | -3% | 2% | -3%[46.1 µM] | ? | 0% | 4% | -1% | -2% | 19%
COc1cc(C(=O)NC(=S)Nc2ccc3c(c2)OCO3)cc(OC)c1OC | 0 | 4% | 13% | 7% | 3% | ? | 2% | 1% | -10% | 2% | -16%
Cc1ccc(/C=N/NC(=O)Cn2nc(C)c([N+](=O)[O-])c2C)o1 | 7 | -5% | 16% | 6% | 1% | 23% | 3% | 11% | 5% | -2% | 4%
O=C(NC1CCC(NC(=O)C2CCCO2)CC1)C1CCCO1 (configuration not stated) | 5 | . | 9% | -1% | . | 3% | -4% | 5% | -10% | . | .
O=C(OCCCOC(=O)c1ccc([N+](=O)[O-])o1)c1ccc([N+](=O)[O-])o1 | 11 | 2% | -20% | 10% | 1% | 1% | -4% | -1% | -8% | 0% | -34%[inhibitor]
CCCN(CCc1ccccc1)C1CCc2c(O)cccc2C1 (configuration not stated) | -20 | 0% | 1% | . | 5% | . | 24% | . | . | 3% | .
O=C1C2=C(SCCS2)C(=O)N1c1ccccc1 | -12 | 8% | 5% | 1% | -3% | 4% | 3% | 2% | 2% | -23% | 10%

Single records (already shown). Values in the order: TSHR antagonist	S-ASM inh	Eya2 inh	A-T KAP1 phos	TCR act	ELG1 DNA repair	Mito fusion yeast	BCR signal inh	Tb PFK inh	TSG101-PTAP inh	Integrin act MD
COc1ccc(C(Nc2cccc([N+](=O)[O-])c2)P(=O)(OC(C)C)OC(C)C)cc1 (configuration not stated) is listed as -7	0%	-14%	8%	4%	0%	7%	0%	17%	1%	-1%
COc1cc(C(=O)NC(=S)Nc2ccc3c(c2)OCO3)cc(OC)c1OC is listed as 0	4%	13%	7%	3%	?	2%	1%	-10%	2%	-16%
Cc1ccc(OCCN2CCCC2)cc1 is listed as 4	7%	0%	3%	9%	1%	-7%	-1%	-3%	-4%	-12%
Cc1cc2cc(C(c3nnnn3Cc3ccco3)N3CCc4ccccc43)c(=O)[nH]c2cc1C (configuration not stated) is listed as 2	-10%	-6%	2%	2%	-27%	8%	-3%	-1%	-3%	23%

A stretch from further up:
molecule | TSHR antagonist | S-ASM inh | Eya2 inh | A-T KAP1 phos | TCR act | ELG1 DNA repair | Mito fusion yeast | BCR signal inh | Tb PFK inh | TSG101-PTAP inh | Integrin act MD
O=C(OCCCOC(=O)c1ccc([N+](=O)[O-])o1)c1ccc([N+](=O)[O-])o1 | 11 | 2% | -20% | 10% | 1% | 1% | -4% | -1% | -8% | 0% | -34%[inhibitor]
CCCN(CCc1ccccc1)C1CCc2c(O)cccc2C1 (configuration not stated) | -20 | 0% | 1% | . | 5% | . | 24% | . | . | 3% | .
O=C1C2=C(SCCS2)C(=O)N1c1ccccc1 | -12 | 8% | 5% | 1% | -3% | 4% | 3% | 2% | 2% | -23% | 10%

Next results follow:
molecule | TSHR antagonist | S-ASM inh | Eya2 inh | A-T KAP1 phos | TCR act | ELG1 DNA repair | Mito fusion yeast | BCR signal inh | Tb PFK inh | TSG101-PTAP inh | Integrin act MD
O=C(Nc1ncccc1Cl)c1cccc(F)c1 | 0 | 1% | 7% | 3% | -8% | ? | 2% | ? | 3% | -3% | -3%
COc1ccc(-n2nc(C(=O)NCC(=O)NCCCN3CC(C)CC(C)C3)c3ccccc3c2=O)cc1 (configuration not stated) | 4 | 13% | -10% | 4% | -1% | ? | 2% | 0% | 0% | -2% | -12%
COc1ccc(CCn2c(C)cc(C(=O)CCl)c2C)cc1OC | -12 | -1% | -9% | -11% | 14% | -16% | -37%[inhibitor] | ? | 1% | -11% | -56%[inhibitor]
CC(=O)Nc1ccc(/C=N/NC(=O)c2cccs2)cc1 | -8 | 10% | -6% | 1% | 5% | ? | -6% | ? | -1% | -4% | 0%
Cc1ccccc1NC(=O)N1CCCC(c2nc(-c3ccc(F)cc3)no2)C1 (configuration not stated) | -5 | -2% | 19% | 8% | 0% | ? | 20% | 10% | -4% | -4% | -17%
CCCCCOC(=O)C1C(c2ccccc2)C(C(=O)O)C1c1ccccc1 (configuration not stated) | -1 | 0% | 7% | 4% | 2%[46.1 µM] | 0% | -13% | 5% | -2% | -3% | 30%
CCCc1c(C)nc(N2CCN(c3ccccc3OC)CC2)[nH]c1=O | -10 | 0% | 11% | 4% | -4% | -8% | 3% | -1% | -2% | 2% | -14%
CC(C)c1nc(-c2c(N)n(C)c(=O)n(C)c2=O)sc1C(=O)C(C)(C)C | -12 | -6% | 2% | 0% | 3% | 12% | 14% | 6% | 0% | 4% | 13%
CCOc1ccccc1CNc1nnnn1C | -2 | 6% | 8% | 6% | 3% | 10% | 5% | -7% | 9% | -1% | 14%
CCOC(=O)c1nc(SC)n(C)c1C(=O)OCC | -5 | -4% | -17% | -1% | 4% | 2% | 21% | 2% | 4% | 3% | -1%
Cc1cc(C)nc(NNS(=O)(=O)c2c(C)cc(C(C)(C)C)cc2C)n1 | 12 | -5% | 11% | -2% | -1% | 3% | -1% | 12% | -7% | -8% | 17%
CC(C)=C1C2CCC1C(C(=O)NCCc1ccccc1)C2C(=O)O (configuration not stated) | -4 | 8% | -8% | 2% | -4%[46.1 µM] | 0% | -2% | ? | -5% | -3% | -14%
COc1ccc(N2C(=O)C3[C@@H](C2=O)C2(Cl)C(Cl)=C(Cl)C3(Cl)C2(OC)OC)cc1 (some centres not stated) | 4 | -1% | 6% | 0% | -5%[46.1 µM] | -1% | 13% | 3% | 0% | -6% | 36%
CN1C(=O)CC(N2CCN(c3ncccn3)CC2)C1=O (configuration not stated) | 3 | 11% | -17% | 19% | -2% | -1% | -1% | 2% | -3% | -7% | 24%[7.66 µM]
C=CCC[C@@H](Cc1ccc(F)cc1)C(=O)OC[C@@H](Cc1c[nH]c2ccccc12)NC(=O)[C@@H](CC=C)CC(=O)N[C@@H](CO)Cc1ccccc1 | -25 | -5% | 4% | -3% | 3% | 3% | . | 0% | 2% | 0% | 2%
Cc1nc(N2CCN(c3ccccc3)CC2)[nH]c(=O)c1Cc1ccccc1 | -9 | 1% | -1% | 12% | 7% | 10% | 0% | 0% | -6% | -6% | 2%
COc1ccc(OCCSc2nnc(-c3ccc(OC)cc3)n2N)cc1 | 0 | -1% | -4% | . | 1% | -7% | 8% | 15% | 2% | -3% | -17%
